SRC2 inh: human SRC2 (NCOA2) inhibition; Q15596; HEK293 GAL4-SRC2 luciferase reporter, luminescence; inhibition, % at 9 µM; 370,000 tested, 0.17% active; AID 651957;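 active = inhibition above the mean inhibition of all tested compounds plus 3 SD, set per campaign, cut at about 52% in these data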;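 also: 0% = DMSO treated cells and 100% = cells given Gossypol at 36 µM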
NR2F2 inh: blocks human COUP-TFII nuclear receptor | P24468 | HEK293T NGFI-A luciferase reporter, luminescence | inhibition, % at 8.6 µM | 370,000 tested, 0.7% active;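 active = inhibition above a per-plate cutoff, mean inhibition of test wells between control levels plus 3 SD, cut at about 38% in these data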;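 also: cells cotransfected with COUP-TFII expression vector driving the NGFI-A reporter; 0% = median of COUP-TF2 test wells and 100% = reporter-only cells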
Target sequence (P24468 whole entry, looked up): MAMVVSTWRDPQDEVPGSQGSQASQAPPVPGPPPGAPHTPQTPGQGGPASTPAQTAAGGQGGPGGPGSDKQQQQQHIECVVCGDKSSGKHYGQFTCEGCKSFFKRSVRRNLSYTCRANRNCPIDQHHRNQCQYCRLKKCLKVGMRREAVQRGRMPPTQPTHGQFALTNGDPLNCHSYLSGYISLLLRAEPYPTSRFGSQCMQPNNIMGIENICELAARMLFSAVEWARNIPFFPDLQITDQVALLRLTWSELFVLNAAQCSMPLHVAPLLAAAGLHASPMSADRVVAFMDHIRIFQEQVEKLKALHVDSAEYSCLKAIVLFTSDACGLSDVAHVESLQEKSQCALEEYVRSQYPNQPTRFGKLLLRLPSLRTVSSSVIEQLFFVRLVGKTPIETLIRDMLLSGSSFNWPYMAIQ
NOD2 RIPK2 PPI: NOD2-RIPK2 protein interaction inhibition | O43353 | CHO BLA complementation NOD2-RIPK2, CCF4 ratio | inhibition, % at 4.98 µM | 360,000 tested, 0.38% active | AID 624267; in the data active = inhibition above about 21%;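 also: 0% = vehicle only and 100% = reference blocker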
SRC1 inh: inhibitors of human steroid receptor coactivator 1 (SRC1); Q15788; HEK293 GAL4-SRC1 luciferase reporter, luminescence; inhibition, % at 3.6 µM; 360,000 tested, 0.12% active; AID 588354;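 active = inhibition above the campaign mean plus 3 SD, with each screening campaign given its own cutoff, cut at about 60% in these data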;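 also: 0% = DMSO treated cells and 100% = gossypol at 36 µM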
Exocytosis inh: lytic granule exocytosis inhibition; 360,000 tested, 0.66% active; inhibition, % at 10 µM; TALL-104 LAMP-1 surface exposure, flow cytometry; cells stimulated with thapsigargin and PMA; AID 651702;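 active = inhibition above about 55%, limit read from the data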
TLR9-MyD88 inh: inhibitors of human TLR9-MyD88 binding. CHO BLA complementation TLR9-MyD88, CCF4 FRET ratio. 340,000 tested, 0.21% active. inhibition, % at 4.98 µM. AID 504734. Q9NR96+Q99836;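 active = inhibition above the mean over all tested compounds plus 3 SD, cut at about 21% in these data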;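 also: 0% = DMSO only wells and 100% = clavulanate BLA inhibitor control wells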
ABHD5-PLIN5 inh: ABHD5-PLIN5 protein interaction inhibition; Q00G26+Q8WTS1; Split G. princeps luciferase complementation, luminescence, 4 h; inhibition, % at 4 µM; 360,000 tested, 0.78% active; AID 602281;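 active = inhibition above the mean inhibition across every tested compound plus 3 SD, cut at about 22% in these data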;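 also: 0% = DMSO only wells and the 100% control is not disclosed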
NR5A2 inv ag: suppresses constitutive activity of human LRH-1. HEK293T StAR-luciferase reporter, LRH-1 transfected, 24 h. 360,000 tested, 0.13% active. inhibition, % at 3.6 µM;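 active = inhibition above the mean inhibition of all tested compounds plus 3 SD, cut at about 73% in these data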;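 also: 0% = DMSO wells and 100% = reporter-only cells lacking LRH-1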
Target sequence (O00482 whole entry, looked up): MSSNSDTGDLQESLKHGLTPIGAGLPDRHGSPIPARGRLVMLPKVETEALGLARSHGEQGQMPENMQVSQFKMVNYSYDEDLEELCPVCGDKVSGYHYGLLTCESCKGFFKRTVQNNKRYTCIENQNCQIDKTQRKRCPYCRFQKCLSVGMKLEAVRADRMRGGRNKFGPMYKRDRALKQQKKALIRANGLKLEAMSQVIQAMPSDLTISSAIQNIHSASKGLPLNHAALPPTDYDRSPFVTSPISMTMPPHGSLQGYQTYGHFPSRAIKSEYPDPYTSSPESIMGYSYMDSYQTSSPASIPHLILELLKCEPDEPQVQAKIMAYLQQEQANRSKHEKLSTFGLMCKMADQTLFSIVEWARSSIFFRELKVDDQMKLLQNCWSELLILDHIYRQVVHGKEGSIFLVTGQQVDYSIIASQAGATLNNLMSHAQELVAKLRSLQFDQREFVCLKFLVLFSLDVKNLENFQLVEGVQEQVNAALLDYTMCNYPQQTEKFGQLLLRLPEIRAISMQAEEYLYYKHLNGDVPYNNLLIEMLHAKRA
TWEAK-Fn14 inh: blocks TWEAK-Fn14 interaction in a reporter cell assay | TWEAK-stimulated Fn14 reporter cells, luciferase luminescence, 8 h | 360,000 tested, 2% active | inhibition, % at 10 µM; in the data active = inhibition above about 50%
TROY NFkB inh: TROY signaling inhibition | Q293 LMP1-TROYcd NF-kB luciferase reporter, 4 h | inhibition, % at 10 µM | 360,000 tested, 0.98% active | AID 1347056;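 active = compounds whose plate-normalised and pattern-corrected inhibition of the luciferase reporter signal at the single screening dose is 50% or more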
NCOA3 inh: human NCOA3 inhibition | 360,000 tested, 0.17% active | Q9Y6Q9 | HEK293 GAL4-SRC3 luciferase reporter, luminescence | inhibition, % at 3.6 µM;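 active = inhibition above a per-campaign cutoff, the mean of all compounds plus 3 SD, cut at about 60% in these data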;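 also: 0% = DMSO-treated cells and 100% = gossypol-treated cells at 36 µM; higher means less SRC3-driven luciferase light from the GAL4 reporter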
Starred values were filed as active, the others as inactive; nt = not tested or not shown. These rows are one share of the data, so the mix of outcomes need not match the whole.

SMILES	SRC2 inh	NR2F2 inh	NOD2 RIPK2 PPI	SRC1 inh	Exocytosis inh	TLR9-MyD88 inh	ABHD5-PLIN5 inh	NR5A2 inv ag	TWEAK-Fn14 inh	TROY NFkB inh	NCOA3 inh
CCOC(=O)c1c(C)[nH]c(C)c1S(=O)(=O)N(C)CC(=O)Nc1ccccc1F	18	-21	-11	-18	15	3	10	18	10	-1	22
CN(C)S(=O)(=O)c1ccc(C(=O)OCc2ccc(C#N)cc2)cc1	-1	-3	-2	-23	0	3	1	7	-19	9	12
CCC(C)NC(=O)Cc1ccc(-c2ccccc2)cc1 (stereo unspecified)	22	4	-13	1	5	-5	0	-13	-4	18	12
COc1cc2[nH]c(=O)n(CCC(=O)NC3CCCC3)c(=O)c2cc1OC	24	-8	-8	-17	1	-9	1	-11	-12	19	4
Cc1noc(C)c1CS(=O)(=O)c1ccc([N+](=O)[O-])cc1	-27	3	1	-48	-4	1	-3	17	-17	-24	11
O=C(N/N=C/c1ccc([N+](=O)[O-])s1)c1cccc(Br)c1	-5	-15	0	16	1	8	-5	40	10	-3	25
COc1cc(OC)cc(C(=O)Nn2cc(C(=O)Nc3ccc(F)cc3F)c3ccccc3c2=O)c1	0	29	-10	-3	4	4	3	18	-4	-7	-2
COc1cc(CCC(=O)OCC(=O)Nc2ccc(F)c(F)c2F)cc(OC)c1OC	-21	15	6	-19	1	6	3	-7	-9	24	-19
COc1ccc(CCNC(=O)c2ccc3nc(N4CCOCC4)sc3c2)cc1OC	-16	6	-6	-6	0	1	4	14	-34	5	6
O=C(NC(Cc1c[nH]c2ccccc12)C(=O)O)c1cccs1 (stereo unspecified)	-4	9	-1	-11	-1	-6	2	4	-11	-18	8
COC(=O)CCCC1=CC2=CC(=O)C(C)(OC(=O)c3cccs3)C(=O)C2=CN1CC(C)C (stereo unspecified)	15	-2	4	3	-4	-13	-13	0	1	-2	-8
COc1cc(OC)cc(-c2c(C#Cc3ccsc3)c3cc(-c4ccc5c(c4)OCO5)ccc3n2C)c1	-9	-9	10	-5	-1	-2	98*	1	-5	-7	-11

Complete entries from above.
CCC(C)NC(=O)Cc1ccc(-c2ccccc2)cc1 (stereo unspecified) across the screens: SRC2 inh = 22; NR2F2 inh = 4; NOD2 RIPK2 PPI = -13; SRC1 inh = 1; Exocytosis inh = 5; TLR9-MyD88 inh = -5; ABHD5-PLIN5 inh = 0; NR5A2 inv ag = -13; TWEAK-Fn14 inh = -4; TROY NFkB inh = 18; NCOA3 inh = 12
COc1cc(CCC(=O)OCC(=O)Nc2ccc(F)c(F)c2F)cc(OC)c1OC across the screens: SRC2 inh = -21; NR2F2 inh = 15; NOD2 RIPK2 PPI = 6; SRC1 inh = -19; Exocytosis inh = 1; TLR9-MyD88 inh = 6; ABHD5-PLIN5 inh = 3; NR5A2 inv ag = -7; TWEAK-Fn14 inh = -9; TROY NFkB inh = 24; NCOA3 inh = -19

Single values from above:
`Cc1noc(C)c1CS(=O)(=O)c1ccc([N+](=O)[O-])cc1` in NR2F2 inh → 3
`CCOC(=O)c1c(C)[nH]c(C)c1S(=O)(=O)N(C)CC(=O)Nc1ccccc1F` in SRC1 inh → -18
`COc1cc(OC)cc(-c2c(C#Cc3ccsc3)c3cc(-c4ccc5c(c4)OCO5)ccc3n2C)c1` in SRC1 inh → -5

A second format for 2 compounds above:
smiles | SRC2 inh | NR2F2 inh | NOD2 RIPK2 PPI | SRC1 inh | Exocytosis inh | TLR9-MyD88 inh | ABHD5-PLIN5 inh | NR5A2 inv ag | TWEAK-Fn14 inh | TROY NFkB inh | NCOA3 inh
O=C(N/N=C/c1ccc([N+](=O)[O-])s1)c1cccc(Br)c1 | -5 | -15 | 0 | 16 | 1 | 8 | -5 | 40 | 10 | -3 | 25
COc1cc(OC)cc(C(=O)Nn2cc(C(=O)Nc3ccc(F)cc3F)c3ccccc3c2=O)c1 | 0 | 29 | -10 | -3 | 4 | 4 | 3 | 18 | -4 | -7 | -2

Going on with the list:
SMILES	SRC2 inh	NR2F2 inh	NOD2 RIPK2 PPI	SRC1 inh	Exocytosis inh	TLR9-MyD88 inh	ABHD5-PLIN5 inh	NR5A2 inv ag	TWEAK-Fn14 inh	TROY NFkB inh	NCOA3 inh
CCOc1ccccc1NC(=O)Nc1cc(OC)ccc1OC	-8	7	-18	-2	-8	-2	-1	15	13	-5	11
CCOC(=O)CSc1nnc(-c2ccco2)n1-c1ccc(C)cc1	-26	2	-3	1	0	6	2	1	3	-2	-10
COc1ccc(S(=O)(=O)N2CCN(C(=S)NCCc3ccccc3)CC2)cc1	14	-3	-5	8	4	-8	-3	12	15	-4	-13
CCN(CCn1cccn1)C(=O)c1ccc(OC2CCN(C(=O)CCOC)CC2)cc1	-2	0	-8	-18	-4	0	-1	-5	1	-22	3
COc1ccc(NC(=O)CN2CCN(CC(=O)Nc3ccc(F)cc3F)CC2)cc1	-2	12	-13	-5	-16	-6	1	13	-28	-32	-14
COc1cc(NC(=O)CSc2nccc(C)n2)c(C)cc1[N+](=O)[O-]	7	-4	0	-29	11	-1	-5	6	-10	-6	9
Cc1ccc(S(=O)(=O)N(C(=O)c2ccncc2)c2ccc(OC(=O)c3ccncc3)c3ccccc23)c(C)c1	nt	nt	17	5	100*	12	33*	24	14	20	20
CCN(CC(=O)Nc1cccc(OC)c1)CC(=O)Nc1ccc(Br)c(C)c1	13	6	1	9	21	-7	11	3	-37	-25	5
Cc1ccc(NC(=O)CC(=O)Nc2ccc(C)cc2C)c(C)c1	-11	11	-5	4	-8	-2	8	2	-15	-14	-4
c1ccc(CNc2ccc3ccccc3n2)nc1	-49	-57	5	-96	-9	8	-4	-161	49	-3	-65
COc1ccc(F)c(-c2nc(CN3CCC(c4ccccc4)CC3)c(C)o2)c1	-6	12	-10	6	50	-18	4	-6	6	-13	4
CCOc1ccc(C(CC(=O)O)NC(=O)C(c2ccccc2)c2ccccc2)cc1OC (stereo unspecified)	-30	0	-2	-9	3	11	-7	13	-1	4	-19
CC1CCCC(NC(=O)C2CC(=O)N(Cc3ccccc3)C2)C1C (stereo unspecified)	6	8	-1	-52	-2	-3	-3	17	8	-16	6
O=c1ccc(NS(=O)(=O)c2ccc(Cl)cc2)cn1Cc1ccc(Cl)c(Cl)c1	-3	-3	5	-9	-2	-10	4	4	-6	13	-14
COc1cc(OC)c(N(C)S(=O)(=O)c2cccc(C(=O)NCc3cccs3)c2)cc1Cl	5	8	-1	3	8	0	-8	-7	1	0	2
O=c1[nH]c(-c2ccccc2)c(-c2ccccc2)o1	-19	-5	3	-10	0	-1	-5	-10	4	28	15
CN1C(=O)/C(=C/c2cn(CC(=O)N3CCCCC3)c3ccccc23)NC1=S	5	5	-10	9	-2	-7	1	-13	22	19	16
C[C@@H](CN1C(=O)C(=O)NC[C@@H]1C)NC(=O)CC12CC3CC(CC(C3)C1)C2	-3	-3	3	2	-3	-3	1	9	-24	2	12
FC(F)(F)c1cnc(Oc2ccc(-c3nnco3)cc2)c(Cl)c1	-15	17	5	11	-3	5	2	-2	21	5	-11
Cc1ccc2cc(/C=N/NC(=O)[C@@H]3CCCN3)c(Cl)nc2c1	-19	-19	14	8	3	1	8	-38	-49	-32	8
CCCCNC(=S)N(CCCO)Cc1cc2cc3c(cc2[nH]c1=O)OCO3	8	-11	-10	-13	-3	9	5	-17	-2	-2	1
COc1ccc(C2(c3ccc(OC)cc3)NC(=O)N(CC(=O)NC3(C#N)CCCC3)C2=O)cc1	17	0	6	5	5	6	-5	6	4	-2	-12
O=C(O)c1cccnc1SCC(=O)N1CCCc2ccccc21	9	-18	1	-1	-4	5	0	-2	27	17	-1
COc1ccc(CC(=O)N/N=C/c2cccn2-c2ccc([N+](=O)[O-])cc2)cc1OC	26	27	-1	11	-4	-2	3	13	30	1	21
COc1ccc(Cc2nc3ccc(C(=O)NCCn4ccnc4C)cc3o2)cc1OC	27	-1	-14	-11	2	9	-3	-10	0	-2	1
COc1ccc(-c2csc(NS(=O)(=O)c3ccc([N+](=O)[O-])cc3)n2)cc1	1	10	5	-10	-3	2	-6	20	25	-1	16
c1ccc(CCn2nnnc2CN2CCCc3ccccc32)cc1	-25	-26	-10	-1	0	-1	3	-13	1	-45	22
Cc1ccc2nc(NC(=O)CSc3nc4ccccc4o3)sc2c1	0	-17	-15	-41	0	2	-9	-18	0	0	-21
CCOC(=O)Nc1sc(NS(=O)(=O)c2ccc(C)cc2)nc1C	14	-29	-1	-1	3	-7	1	16	-2	-10	8
Cc1csc2ncnc(N3CCN(S(=O)(=O)c4cccc(C(F)(F)F)c4)CC3)c12	10	-7	-2	11	2	3	-7	10	44	43	-2
COc1nc(N/N=C/c2ccc(-c3ccccc3[N+](=O)[O-])o2)nc(N2CCOCC2)n1	-4	3	0	0	3	-1	-15	33	1	-38	-18
COC(=O)c1sc(NC(=O)CSc2nnnn2-c2ccc(C)cc2C)nc1C	-33	1	-4	13	3	-6	5	7	22	-22	26
Nn1c(SCC(=O)Nc2ccc3c(c2)OCO3)nnc1-c1ccc(Cl)cc1	-1	7	-5	-15	0	8	-4	1	-7	-6	6
O=C(c1ccco1)N1CCN(S(=O)(=O)c2cccc(Cl)c2)CC1	5	-6	-1	17	-18	10	6	12	4	5	-3
Cc1nn(-c2ccccc2)c(OC(=O)c2cccs2)c1S(=O)(=O)c1ccc([N+](=O)[O-])cc1	16	3	0	4	-1	-1	5	2	8	-1	11
Cn1c(NC(=O)C2CCCC2)cc(=O)n(C)c1=O	-17	6	-5	-24	2	-3	7	-22	6	3	-6
O=C(CSc1nnc(Cc2ccccc2)o1)N1CCc2ccccc21	18	-8	5	-27	-4	-7	3	-3	-8	11	14
Cc1ccc(NC(=O)CSc2nnnn2-c2cccnc2)c(C)c1	-35	13	-12	14	0	-1	3	16	36	1	-8

Assay outcomes as filed in PubChem BioAssay.
